# High-throughput results as filed in PubChem.
# CHX counter = Cycloheximide Counterscreen for Small Molecule Inhibitors of Shiga Toxin; cell reporter, cycloheximide protein synthesis inhibition counterscreen; max response, %; 300,000 compounds, 12% hits; AID 2314, 2010; in the data active = max response mostly above about 13%, no sharp cut-off; inactive = mostly below about 14%; note: read at 38.3 µM for the half of the compounds with a filed dose; 0% is about no effect
# Sm TGR block = qHTS Assay for the Inhibitors of Schistosoma Mansoni Peroxiredoxins. Schistosoma mansoni thioredoxin glutathione reductase (TGR), Q962Y6. purified TGR, DTNB reduction, TNB absorbance 405 nm. Potency, µM (titrated, usually from 114 µM), without a hit: at the highest dose activity change, negative = inhibition, actives largely listed as inhibitors. 360,000 compounds, 3% hits. AID 485364, 2010; note: potency is the fitted concentration of half-maximal effect; % is set by controls: 0 for no effect and ±100 for the full control effect; nearly all actives have a fitted effect of over 60% in size
#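 Kinetic colorimetric format: TGR-catalysed, NADPH-driven DTNB reduction monitored via TNB absorbance. Enzyme dispensed at 20 nM; compound exposure 15 min at room temperature before reaction start.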
# Giardia FBPA inh = qHTS Assay for Inhibitors of Fructose-1,6-bisphosphate Aldolase from Giardia Lamblia; A8B2U2; purified Giardia FBPA; AID 2451, 2010; 290,000 compounds, 0.71% hits; Potency, µM (doses to about 59.6 µM), without a hit: at the top dose activity, negative = inhibition, actives largely listed as inhibitors; note: potency is the fitted concentration of half-maximal effect; % is set by controls: 0 for no effect and ±100 for the full control effect; nearly all actives have a fitted effect of over 55% in size
# Target sequence (A8B2U2 whole entry, looked up): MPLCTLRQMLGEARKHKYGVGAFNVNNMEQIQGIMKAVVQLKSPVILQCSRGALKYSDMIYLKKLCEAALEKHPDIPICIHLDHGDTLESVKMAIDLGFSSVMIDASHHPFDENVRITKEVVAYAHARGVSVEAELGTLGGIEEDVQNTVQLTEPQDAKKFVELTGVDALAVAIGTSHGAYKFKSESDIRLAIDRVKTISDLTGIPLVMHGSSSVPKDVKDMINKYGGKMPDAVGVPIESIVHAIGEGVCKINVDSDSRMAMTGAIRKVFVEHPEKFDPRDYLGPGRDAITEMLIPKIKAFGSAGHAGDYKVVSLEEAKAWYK
#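 Giardia FBPA (40 nM reagent) was preincubated 10 min at RT with compound (up to 57.5 uM final), then substrate plus GAPDH/TPI/NAD/arsenate coupling system with diaphorase/resazurin was added; resorufin fluorescence (525/598 nm) was read after 20 min.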
# Pf growth 48h = Primary qHTS for delayed death inhibitors of the malarial parasite plastid, 48 hour incubation. 310,000 compounds, 5.9% hits. P. falciparum luciferase growth in erythrocytes, 48 h. Potency, µM (series often up to 28.7 µM), inactives show at the top dose activity change, negative = inhibition, most hits filed as inhibitors; note: potency is the fitted concentration of half-maximal effect; % is set by controls: 0 for no effect and ±100 for the full control effect
#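 Compounds are pin-transferred into medium, infected erythrocytes (2% hematocrit, 0.1% parasitemia final) are added, and plates sit one parasite generation at 37 C in 5% CO2. Detection reagent is then added and luminescence measured.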
# Shiga inhibitor = A qHTS for Small Molecule Inhibitors of Shiga Toxin | Vero cells, Shiga toxin protein synthesis inhibition reporter | 290,000 compounds, 9.2% hits | inhibition, % at 38.7 µM | AID 2315, 2010; in the data active = inhibition mostly above about 28%, no sharp cut-off; inactive = mostly below about 43%; note: 0% is about no effect
# Pf growth 96h = Primary qHTS for delayed death inhibitors of the malarial parasite plastid, 96 hour incubation; P. falciparum luciferase reporter growth, 96 h; Potency, µM (top dose mostly 28.7 µM), for the others: at the top dose activity change, negative = inhibition, most hits filed as inhibitors; 320,000 compounds, 6.9% hits; AID 504834, 2011; note: potency is the fitted concentration of half-maximal effect; % is set by controls: 0 for no effect and ±100 for the full control effect
#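 Infected RBCs, 2% Hct / 0.05% parasitemia final; luciferase-reporter P. falciparum; cpd 96 h, 37 C, 5% CO2; luciferase detection reagent; luminescence.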
# Numbers without * were called inactive; ? = inconclusive; / = no result given; & = joins results of further samples; [ ] = dose if it differs, or a comment. Unless noted, calls come from the whole dose curve; as a rule, active = well fitted curve in the direction sought with a large enough effect; inconclusive = small, poorly fitted or top-dose-only effect, or another doubt; inactive = no such curve, though single readings can be large; an effect the other way counts as inactive or inconclusive.
no.	SMILES	CHX counter	Pf growth 48h	Shiga inhibitor	Pf growth 96h	Sm TGR block	Giardia FBPA inh
1	CC1CCCCN1CC(=O)NC(c1ccccc1)c1ccccc1 (stereo not drawn)	1	?	-2	?	3%	?
2	OC12ONC(c3ccccn3)C1N1CCC2CC1 (stereo not drawn)	-3	-1%	2	5%	-25%	-6%
3	CCC(C)(C(=O)Nc1ccccc1C)N(C(=O)CNC(C)=O)c1ccccc1C (stereo not drawn)	-1	3%	-11	10%	8%	5%
4	COCCn1cnc2c1c(=O)n(CC(=O)NC(=O)NC(C)(C)C)c(=O)n2Cc1ccccc1	-3	?	-3	0.26µM*	-10%	2%
5	Cc1ccc(N2C(=O)C(CC(=O)Nc3cccc(F)c3)N(C3CC3)C2=O)cc1 (stereo not drawn)	18*	20%	5	-29%	50µM*	5%
6	CCCCC(c1nnnn1Cc1ccco1)N1CCN(C(=O)c2ccco2)CC1 (stereo not drawn)	4	-19%	-3	?	?	11%
7	Cc1cc(C)c2c(c1)NC(c1cc3c(cc1Br)OCO3)C1CC=CC21 (stereo not drawn)	-1	13µM*	-4	-19%	5%	1%
8	COc1ccc(-c2nnc(SCC(=O)NC3CCCC3)n2C)cc1	7	46%[activator]	-10	?	6%	8%
9	Cc1cc(NS(=O)(=O)c2ccc3c(c2)OCCO3)no1	-2	9%	6	2%	3%	8%
10	CC1=C(C(=O)Nc2ccccc2)C(c2ccncc2)n2nnnc2N1 (stereo not drawn)	-6	27%	-14	0.93µM*	6%	5%
11	O=C(COc1ccccc1-c1ccccc1)N/N=C/c1ccncc1	-3	?	1	?	2%	4%
12	Cc1cc(-n2c(=O)c(C#N)cc3c(=O)n4cccc(C)c4nc32)no1	-2	4%	-16	-10%[5.75 µM]	?	2%
13	CCOC(=O)n1c(SCC(N)=O)nc2ccccc21	1	14%	-2	?	-12%	-2%
14	Cc1cc(C)n2nc(-c3ccccc3)c(-c3ccccc3)c2n1	-2	-16%	-14	?	7%	3%
15	Cc1cc(C)nc(NC(=O)c2cccc(Br)c2)n1	0	8%	-5	?	-1%	2%
16	COc1ccc(CNC(=O)C(CCSC)NS(=O)(=O)c2ccccc2F)cc1 (stereo not drawn)	0	-11%	-8	8%	5%	2%
17	CSc1nc2nc(-c3cccc(C(F)(F)F)c3)ccn2n1	-3	185%[activator]	-16	-11%	18%	-11%
18	CCn1c(CCC(=O)Nc2cc(F)ccc2C)nc2cc(S(=O)(=O)N(C)C)ccc21	-5	?	-5	-3%	-5%	0%
19	O=C(CNC(=O)c1ccc(S(=O)(=O)N2CCCC2)cc1)N/N=C/c1ccc(Cl)cc1	-2	-18%	14	-23%	-1%	4%
20	O=C(CSc1ccccc1)Nc1nnc(C2CC2)s1	-1	7%	0	-13%	3%	14µM*
21	Cc1ccsc1-c1nc(-c2ccccc2)c(-c2ccccc2)[nH]1	-2	?	-5	?	0%	4%
22	Cc1ccc(NS(=O)(=O)c2cccc(C(=O)NCCCN3CCOCC3)c2)cc1	/	-18%	/	-3%	0%	/
23	CN(Cc1ccccc1)C(=O)CCC1CCN(C(=O)c2ccccc2C(F)(F)F)CC1	12	18%	-13	?	-23%	/
24	Cc1sc2nc(CSc3nnc(Cc4cccs4)n3C3CCCCC3)[nH]c(=O)c2c1C	-4	-5%	-18	?	0%	-1%
25	COC1=CC(=O)O[C@@H](/C=C/c2ccccc2)C1	/	18%	/	37%[activator]	-1%	/
26	COCCNC(=O)C1CC(=O)N(c2ccc(OC)cc2)C1c1ccc(OC)cc1 (stereo not drawn)	8	7%	-10	-40%	-6%	3%
27	CCC1=NN2C(=N)/C(=C\c3ccc(OCCOc4ccc(NC(C)=O)cc4)cc3)C(=O)N=C2S1	-1	-24%	19	-29%	7%	-5%
28	Cc1c(NC(=O)/C(C#N)=C\c2cccs2)c(=O)n(-c2ccccc2)n1C	-2	6%	-7	?	-1%	3%
29	CCOC(=O)CSc1cc(C)nc2ccc(OC)cc12	-4	?	-24	28%	6%	1%
30	O=C(Cn1cccc1)N1CCN(C(c2ccccc2)c2ccccc2)CC1	-3	?	3	56%[activator]	40µM*	0%

# Record cards, as listed above. Order of values: CHX counter	Pf growth 48h	Shiga inhibitor	Pf growth 96h	Sm TGR block	Giardia FBPA inh
# CC1CCCCN1CC(=O)NC(c1ccccc1)c1ccccc1 (stereo not drawn) is listed as 1	?	-2	?	3%	?
# Cc1cc(C)c2c(c1)NC(c1cc3c(cc1Br)OCO3)C1CC=CC21 (stereo not drawn) is listed as -1	13µM*	-4	-19%	5%	1%
# COCCn1cnc2c1c(=O)n(CC(=O)NC(=O)NC(C)(C)C)c(=O)n2Cc1ccccc1 is listed as -3	?	-3	0.26µM*	-10%	2%

# Taken from above:
# entry 3 in Giardia FBPA inh is listed with 5%
# entry 26 in Giardia FBPA inh is listed with 3%
# entry 30 in Shiga inhibitor is listed with 3
# entry 18 in Sm TGR block is listed with -5%

# Further records:
no.	SMILES	CHX counter	Pf growth 48h	Shiga inhibitor	Pf growth 96h	Sm TGR block	Giardia FBPA inh
31	COc1cc(C(Nc2ccc(S(=O)(=O)NCC3CCCO3)cc2)C(=O)NC(C)(C)C)cc(OC)c1OC (stereo not drawn)	-4	2.1µM*	-3	?	-5%	-2%
32	Cc1ccc(S(=O)(=O)CCc2nnc(NC(=O)COc3cccc(C)c3)s2)cc1	-3	6%	13	21%	-26%	4%
33	C=CCN1C(=O)/C(=c2\sc3nc(=O)c(Cc4ccc(OC)c(OC)c4)nn3c2=O)c2ccccc21	-1	-2%	-15	-8%	0.63µM*	-26%
34	Cc1coc2cc3oc(=O)c4c(c3cc12)CCC4	-5	16%	12	/	-13%	5%
35	O=S(=O)(c1ccccc1)N(F)S(=O)(=O)c1ccccc1	/	42%[activator]	/	29%	?	/
36	O=S(=O)(NCc1nc2ccccc2[nH]1)c1ccccc1	19	32%[activator]	31*	52%[activator]	5%	/
37	CC(Oc1ccccc1F)c1ccnc2nc(/N=C/N(C)C)nn12 (stereo not drawn)	-1	?	-17	8%	-2%	4%
38	CCOc1ccccc1N(CC)C(=O)Cn1ncc2c(=O)oc3ccccc3c21	-1	1%	-3	?	3%	16%
39	O=C(CSc1nnc(-c2ccncc2)o1)NC1C2CC3CC(C2)CC1C3 (stereo not drawn)	0	?	2	?	-1%	0%
40	CNc1nc(SC)n(C)c(=O)c1N=O	-5	2%	-10	?	-15%	-5%
41	CCOC(=O)c1cccc(NC(=O)c2ccc3c(c2)OCO3)c1	21*	64%[activator]	33*	-26%	0%	-1%
42	CC(C)CCNC(=O)c1cccc(C(=O)NCCC(C)C)c1	-6	/	-15	-24%	-11%	4%
43	CC1Cc2cc(/C(O)=C3/C(=O)C(=O)N(CCN4CCOCC4)C3c3ccc(C(C)C)cc3)ccc2O1 (stereo not drawn)	-2	-28%	-6	-12%	-10%	10%
44	C[n+]1ccccc1/C=N\O	/	-17%[12.8 µM]	/	?	/	-2%[21.7 µM]
45	CCOc1ccccc1N1CCN(C(=O)c2csc(C)c2CC)CC1	-2	?	-2	11%	9%	2%
46	CCC(C(=O)OCC(=O)c1c(N)n(CC(C)C)c(=O)n(C)c1=O)c1ccccc1 (stereo not drawn)	/	?	/	?	7%	/
47	COc1cccc(NS(=O)(=O)c2ccc3[nH]cc(C(=O)NC(C)c4ccccc4)c(=O)c3c2)c1 (stereo not drawn)	51	/	5	/	6%	/
48	O=S(=O)(NCc1ccccn1)c1cccc2nsnc12	-2	/	-20	26%	1%	-8%
49	COc1ccc(/C=N/NC(=S)Nc2ccccc2)cc1COc1ccc(F)cc1	4	10µM*	13	?	-2%	7%
50	C#CCOCCOCCOCCNc1nc(N2CCN(C(=O)[C@H]([C@@H](C)CC)n3cc([C@@H](N)Cc4ccc(O)cc4)nn3)CC2)nc(N2CCN(C(=O)[C@H](Cc3cc4ccccc4[nH]3)n3cc([C@@H](N)CC(C)C)nn3)CC2)n1	/	?	/	?	?	/
51	O=[N+]([O-])/C=C1\C=CC=CN1Cc1ccc(Cl)cc1	-4	15%	-6	-6%	10%	3%
52	COc1ccc(NC(=O)CCS(=O)(=O)c2ccc3c(c2)oc(=O)n3C)cc1	-11	7%	-9	-29%	-13%	/
53	O=C(CSc1nn(-c2ccccc2)c(=S)s1)Nn1cnnc1	-4	20%	15	11%	0%	11%
54	Cc1cc(NC(=O)COC(=O)c2ccc(S(=O)(=O)C(F)F)cc2)n(-c2ccccc2)n1	/	17%	/	18%	7%	/
55	CC(C)C(NS(=O)(=O)c1ccc2c(c1)C(C)(C)C(=O)N2C)C(=O)NCc1ccccc1Cl (stereo not drawn)	1	?	-5	-13%	19%	-5%
56	CCC(COC(=O)Nc1cccc(C)c1)NC(=O)OCC(C)C (stereo not drawn)	36*	?	87*	7%	6%	-14%
57	CC(=O)Nc1ccc2nc(C3CCCCC3)[nH]c2c1	11	55%[activator]	3	?	-10%	/
58	COc1ccc(C(=O)Nc2c(N)nc(SCC(=O)NCC3CCCO3)[nH]c2=O)cc1OC (stereo not drawn)	-2	-13%	-8	8%	3%	/
59	Cc1ccccc1C[n+]1cccc2ccccc21	/	0.37µM*	/	?	-1%	/
60	Cc1nc(CN(C)C(=O)CC2C(=O)NCCN2Cc2ccc(F)cc2)cs1 (stereo not drawn)	-1	6%	-22	?	?	/
61	O=C(c1ccc(CS(=O)Cc2ccccc2Cl)o1)N1CCN(C2CCCCC2)CC1 (stereo not drawn)	-2	7%	-3	18%	-16%	-7%
62	C=C[C@H](CC(C)C)N(Cc1ccccc1)S(=O)(=O)N(Cc1ccc(OC)cc1)[C@H](C=C)CC(C)C	/	5.2µM*	/	?	1%	/
63	CCOc1ccc(S(=O)(=O)Nc2ccc(C(=O)NNC(=O)c3ccncc3)cc2)cc1	/	14%	/	23%	3%	/
64	CCCCn1c(Cc2ccccc2)nnc1SCC(=O)N1CCOCC1	-3	-10%	-3	-2%	-28%	1%
65	Cc1nn(Cc2ccccc2)c(C)c1NC(=O)c1cc(-c2cccs2)on1	4	?	-7	26%	4%	0%
66	O=C(CN1C(=O)NC2(CCCC2)C1=O)Nc1cccc(Cl)c1	-6	0%	21	15%	2%	-4%
67	FC(F)(F)c1cccc(-c2ccc(/C=N/Nc3nncc(-c4ccccc4)n3)o2)c1	-1	11%	50	34%[activator]	-1%	0%
68	O=C(NCCCN1CCOCC1)c1ccccc1NS(=O)(=O)c1ccc(F)cc1	17*	-22%	43	27%	-24%	2%
69	COc1ccccc1NS(=O)(=O)c1cccc(NC(=O)NC2CCCCC2)c1	-2	-3%	-10	-6%	-16%	6%
70	C=C1CN(CC(=O)OC)S(=O)(=O)c2ccccc21	-4&-3	21%	-5&4	-3%	0%	-1%&4%
71	CCOc1ccc(-c2nc(CSCC(=O)NCc3ccco3)c(C)o2)cc1	-3	?	11	13µM*	?	-5%
72	COC(=O)CCCC[C@@H]1SC[C@@H](NC(=O)OC)[C@@H]1NC(=O)OC	-2	-2%	-6	-8%	-27%	4%
73	CCOc1ccc(C(=O)NCC(=O)NCCCn2nc(C)cc2C)cc1OCC	-2	?	13	?	-4%	3%
74	N#Cc1nc(Cc2cccc3ccccc23)oc1N1CCC(C(N)=O)CC1	15	?	13	?	-6%	11%
75	O=C(CSc1nnnn1-c1cccc(Cl)c1)Nc1ccc2c(c1)CCC2	-3	4%	-16	1.9µM*	-4%	4%
76	Cc1cc2nc[nH]c2cc1[N+](=O)[O-]	8	-3%	-4	?	-2%	-1%
77	CCCCOC(=O)c1ccc(NC(=O)CSC2=Nc3ccccc3C3CC=NN23)cc1 (stereo not drawn)	-5	/	-5	31%[activator]	-17%	-15%
